Source: PubChem BioAssay (Sanford-Burnham Center for Chemical Genomics)
XIAP displacement = small molecules displacing peptide from XIAP – biochemical, IAP family, fluorescence polarization (AID 1018) | XIAP BIR domain, fluorescence polarization peptide displacement; higher % means a stronger effect | displacement, % at 20 µM; hits with a dose series show IC50 in µM | 200,000 tested, 0.007% active; in the data active means displacement above about 50%; further: a part of the inactive calls stands beside numbers as strong as those of hits
LYP inhibition = PTPN22 lymphoid phosphatase activity blockers – biochemical, fluorescence intensity, uHTS (AID 1779) | 290,000 tested, 0.054% active | recombinant LYP phosphatase, fluorescence intensity; higher % means a stronger effect | inhibition, % at 11.5 µM; hits with a dose series show IC50 in µM;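 further: plate controls were vehicle with enzyme for no effect and no enzyme for full effect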
HEK293 NOD2/NF-kB = inhibition of NOD2-driven NF-kB reporter – cell-based, luminescence, uHTS, HEK293 (AID 1566); inhibition, % at 4 µM; hits with a dose series show EC50 in µM; 290,000 tested, 0.63% active; HEK293 NOD2/NF-kB luciferase reporter, luminescence; higher % means a stronger effect; further: many of its hits are not listed in these tables
PMI inhibitors = inhibitors of human PMI, primary screen, biochemical, fluorescence intensity, coupled assay (AID 1209) | one-dose inhibition, % at 20 µM; IC50 in µM for titrated hits | purified PMI enzyme, coupled fluorescence intensity; higher % means a stronger effect | 190,000 tested, 0.42% active;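 further: plate controls were DMSO vehicle for no effect and wells lacking substrate for full effect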
NOD1 inhibition = inhibition of NOD1-driven NF-kB reporter – cell-based, luminescence, uHTS, primary screen (AID 1578); NOD1-driven NF-kB luciferase reporter cells, luminescence; higher % means a stronger effect; inhibition, % at 4 µM; hits with a dose series show EC50 in µM; 290,000 tested, 1% active; in the data active means inhibition mostly above about 36%, no sharp cut-off; inactive means mostly below about 34%;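 further: HEK-293T reporter cells stimulated with the NOD1 agonist gamma-tri-DAP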
TNAP activators = stimulation of alkaline phosphatase TNAP activity – biochemical, luminescent, no phosphate acceptor, uHTS, primary screen (AID 1001). 200,000 tested, 0.03% active. purified TNAP, luminescent activation assay, no phosphate acceptor; higher activation fold means a stronger effect. activation fold at 20 µM; hits with a dose series show EC50 in µM; in the data active means activation fold from about 3, or a potency from the dose series; inactive means the rest, 99 in 100 with activation fold below about 1.6; further: many of its hits are not listed in these tables
KOR beta-arrestin-1 = kappa opioid receptor activators – cell-based, luminescence, uHTS, primary screen (AID 1777); KOR beta-arrestin recruitment, luminescence; higher % means a stronger effect; one-dose activation, % at 10 µM; EC50 in µM for titrated hits; 280,000 tested, 0.02% active; in the data active means activation above about 50%, passing the limit was not always enough; further: a part of the inactive calls stands beside numbers as strong as those of hits
PMI inhibition = MPI inhibition at elevated mannose 6-phosphate – biochemical, fluorescence intensity, high mannose 6-phosphate, primary screen (AID 1220); recombinant PMI enzyme, coupled fluorescence intensity; higher % means a stronger effect; one-dose inhibition, % at 20 µM; IC50 in µM for titrated hits; 190,000 tested, 0.66% active
KOR beta-arrestin-2 = KOR antagonists, beta-arrestin recruitment, cell-based, luminescence, uHTS (AID 1778); 290,000 tested, 0.091% active; inhibition, % at 10 µM, or IC50 in µM where a hit was titrated; KOR beta-arrestin recruitment, luminescence, antagonist mode; higher % means a stronger effect; further: strong numbers were not always called active
* = called active by the depositor; . = not tested or not shown; [ ] = remark or other dose. Unless noted, no stated cut-off is given here; in the data, active means inhibition above about 50%; inactive means the rest. An excerpt. The share of hits here may be higher or lower than overall.

SMILES | XIAP displacement | LYP inhibition | HEK293 NOD2/NF-kB | PMI inhibitors | NOD1 inhibition | TNAP activators | KOR beta-arrestin-1 | PMI inhibition | KOR beta-arrestin-2
FC(F)(F)c1ccc(-n2cn[nH]c2=S)cc1 | . | -8% | 21% | . | 1% | . | -3.0% | . | 2%
O=C(O)CCSc1ccc([N+](=O)[O-])cc1[N+](=O)[O-] | -5.9% | 0% | -2% | -44% | -2% | 1 | -3.9% | -40% | -38%[20 µM]
O=C(c1ccc2c(Cl)c3c(nc2c1)CCCC3)N1CCC(N2CCCCC2)CC1 | -5.5% | -4% | 5% | -5% | -13% | 1 | 6.0% | 8% | -53%
COc1ccccc1N1CCN(C(=O)c2cc(C(=O)N3CCN(c4ccccc4OC)CC3)cc([N+](=O)[O-])c2)CC1 | . | -4% | 4% | . | -11% | . | 1.7% | . | -63%[20 µM]
CCOC(=O)C1CCCN(C(=O)Cc2ccc(OC)c(OC)c2)C1 (stereo not given) | 0.3% | 1% | 0% | 11% | . | 1.1 | -0.7% | 9% | -22%
CC1CC(=O)C2=C(C1)Nc1ccccc1SC2c1ccc(F)cc1 (stereo not given) | -5.4% | -1% | 3% | 6% | 1% | 1 | 2.5% | 21% | 2%
COc1ccc(CCN2C(=O)CSC2c2ccc(OC)c(OC)c2)cc1OC (stereo not given) | 13% | -9% | 3% | -3% | -6% | 1.1 | . | -2% | -40%[20 µM]
N#Cc1nc(-c2ccco2)oc1N1CCc2ccccc2C1 | -13% | -5% | -8% | 25% | -56% | 1.1 | -1.4% | 18% | 6%
CCn1c(SCC(=O)Nc2ccc3c(c2)OCCO3)nnc1-c1c[nH]c2ccccc12 | -4.0% | -6% | 8% | 10% | -6% | 1.1 | 1.0% | -1% | -9%
O=C(CSc1n[nH]c(-c2ccccc2O)n1)N1CCOCC1 | -6.0% | -7% | 15% | 5% | -29% | 1 | -1.6% | 5% | -1%
CNS(=O)(=O)c1cccc(C(=O)OCC(=O)C23CC4CC(CC(C4)C2)C3)c1 | -23% | -3% | -10% | 13% | -16% | 1 | 2.1% | 7% | -37%
O=[N+]([O-])c1ccccc1NCCNS(=O)(=O)c1ccc(Cl)cc1 | -10% | -2% | 2% | 12% | -3% | 1 | 9.0% | 9% | -20%
Cc1ccc(Cl)cc1NC(=O)C1CCN(S(C)(=O)=O)CC1 | -8.4% | -5% | -19% | 1% | -4% | 1.1 | -3.9% | 0% | -9%
COc1ccc(N/C(=N\c2nc(C)cc(C)n2)NC(C)=O)cc1OC | -0.7% | -2% | 6% | 10% | -20% | 1 | 0.1% | 9% | 16%
Cc1cc(OCc2ccc(C(=O)NN=C3CCCC3)cc2)ccc1Cl | -9.3% | -4% | -42% | -12% | 6% | 1.1 | 2.3% | -7% | .
CCOC(=O)c1cc[n+](CC(=O)c2ccc(F)cc2)cc1 | -0.7% | -4% | 9% | -39% | -1% | 1 | 1.3% | -62% | -18%
Cc1ccc(-n2c(N)c(C(=O)N3CCOCC3)sc2=S)cc1 | -6.0% | 1% | 6% | 36% | 14% | 1.1 | -1.8% | 6% | -9%
COCCNC(=O)c1cc2nc(-c3ccc(F)cc3)cc(C(F)(F)F)n2n1 | -4.2% | -8% | 14% | . | -30% | 1.1 | . | . | -35%[20 µM]
COc1ccc(C)cc1S(=O)(=O)NC1CCCCC1 | -0.8% | 2% | 7% | -9% | 15% | 0.9 | 5.2% | -4% | 1%
CC(C)NC(=O)CN1C(=O)C(C)(C)Oc2ccc(C(=O)NC3CCCCC3)cc21 | . | -9% | 0% | . | -29% | . | 2.1% | . | -42%
Cc1cccc(N2CC(C)Cn3c2nc2c3c(=O)[nH]c(=O)n2C)c1 (stereo not given) | . | 2% | -13% | . | -12% | . | -3.6% | . | 7%
NC(=O)C(=O)NN=C1CCC(c2ccccc2)CC1 (stereo not given) | -2.9% | -3% | 2% | -6% | -25% | 1 | -1.1% | 3% | 31%
CC(C)N1CCC(N2CCN(Cc3cccnc3)CC2CCO)CC1 (stereo not given) | -9.1% | -7% | 10% | 1% | -27% | 1.1 | -2.5% | -6% | -25%
CN(C)/C=N/c1cc(=O)[nH]c(=O)n1Cc1ccccc1 | -23% | 0% | 12% | 13% | -30% | 1 | 2.8% | 6% | -21%
S=C(NCCCN1CCOCC1)Nc1cccc(-c2nnc3n2CCCCC3)c1 | -3.8% | -1% | 6% | -8% | -20% | 1.1 | 1.1% | -13% | 8%
CCN1CCN(CCCN(Cc2ccco2)C(=S)Nc2ccccc2Cl)CC1 | -9.1% | -3% | -13% | -1% | -16% | 1 | 5.2% | -13% | -19%
O=C(CS(=O)c1ccc(F)cc1)N1CCOCC1 (stereo not given) | . | -8% | 23% | . | -4% | . | -1.9% | . | -14%
COc1ccc(/C=N/Nc2ccc(C(=O)O)cc2)cc1OC | . | -5% | -75% | . | -9% | . | 1.1% | . | 16%
O=C(O)c1ccccc1C(=O)NCC(O)COCC1CC=CCC1 (stereo not given) | 2.5% | -7% | 2% | -17% | 0% | 1.1 | 0.2% | -2% | 5%
CC(C)c1cc(C(=O)O)on1 | -4.9% | -11% | 11% | -8% | -10% | 1.1 | -2.6% | -11% | -44%

Exported with values under each structure: part of the list above.
Below each SMILES: XIAP displacement, LYP inhibition, HEK293 NOD2/NF-kB, PMI inhibitors, NOD1 inhibition, TNAP activators, KOR beta-arrestin-1, PMI inhibition, KOR beta-arrestin-2
> Cc1ccc(-n2c(N)c(C(=O)N3CCOCC3)sc2=S)cc1
 : -6.0%, 1%, 6%, 36%, 14%, 1.1, -1.8%, 6%, -9%
> COCCNC(=O)c1cc2nc(-c3ccc(F)cc3)cc(C(F)(F)F)n2n1
 : -4.2%, -8%, 14%, ., -30%, 1.1, ., ., -35%[20 µM]
> COc1ccc(C)cc1S(=O)(=O)NC1CCCCC1
 : -0.8%, 2%, 7%, -9%, 15%, 0.9, 5.2%, -4%, 1%
> CC(C)NC(=O)CN1C(=O)C(C)(C)Oc2ccc(C(=O)NC3CCCCC3)cc21
 : ., -9%, 0%, ., -29%, ., 2.1%, ., -42%
> Cc1cccc(N2CC(C)Cn3c2nc2c3c(=O)[nH]c(=O)n2C)c1 (stereo not given)
 : ., 2%, -13%, ., -12%, ., -3.6%, ., 7%
> NC(=O)C(=O)NN=C1CCC(c2ccccc2)CC1 (stereo not given)
 : -2.9%, -3%, 2%, -6%, -25%, 1, -1.1%, 3%, 31%
> CC(C)N1CCC(N2CCN(Cc3cccnc3)CC2CCO)CC1 (stereo not given)
 : -9.1%, -7%, 10%, 1%, -27%, 1.1, -2.5%, -6%, -25%
> CN(C)/C=N/c1cc(=O)[nH]c(=O)n1Cc1ccccc1
 : -23%, 0%, 12%, 13%, -30%, 1, 2.8%, 6%, -21%
> S=C(NCCCN1CCOCC1)Nc1cccc(-c2nnc3n2CCCCC3)c1
 : -3.8%, -1%, 6%, -8%, -20%, 1.1, 1.1%, -13%, 8%
> CCN1CCN(CCCN(Cc2ccco2)C(=S)Nc2ccccc2Cl)CC1
 : -9.1%, -3%, -13%, -1%, -16%, 1, 5.2%, -13%, -19%
> O=C(CS(=O)c1ccc(F)cc1)N1CCOCC1 (stereo not given)
 : ., -8%, 23%, ., -4%, ., -1.9%, ., -14%

The list goes on:
SMILES | XIAP displacement | LYP inhibition | HEK293 NOD2/NF-kB | PMI inhibitors | NOD1 inhibition | TNAP activators | KOR beta-arrestin-1 | PMI inhibition | KOR beta-arrestin-2
O=c1oc(-c2ccco2)nc2sc3c(c12)CCCC3 | -5.2% | -1% | 9% | 6% | -27% | 1 | 2.0% | 8% | -26%
O=C(Cc1ccc(F)cc1)NCCc1ccc(F)cc1 | -2.5% | -10% | 8% | -15% | 16% | 1.1 | 3.4% | -17% | -9%
CCOc1ccc(NS(=O)(=O)c2ccc3c(c2)oc(=O)n3C)cc1 | -18% | 3% | 7% | -6% | 8% | 1.1 | -6.4% | 3% | 14%
CC1=C(C#N)CCC(=O)N1Cc1ccc(C)cc1 | -1.4% | -3% | 9% | -2% | -6% | 1.1 | 0.9% | 0% | -1%
O=C(Nc1cccnc1)c1cccc(S(=O)(=O)N2CCCCC2)c1 | -6.1% | -2% | 6% | 11% | -4% | 1.1 | -5.7% | 6% | 2%[20 µM]
Nc1ccc(C(=O)N/N=C/c2cn(Cc3ccccc3F)c3ccccc23)cc1 | . | 1% | 6% | . | 23% | . | 5.3% | . | -47%
CC(C)C(=O)n1nc(-c2cccnc2)nc1NCc1cccs1 | -8.4% | 2% | -20% | -1% | -4% | 0.6 | -1.1% | 4% | 5%
COc1cc(CC(=O)Nc2ccc3c(c2)CCC3)cc(OC)c1OC | -7.6% | -7% | 24% | -3% | 10% | 1.1 | -2.8% | 1% | 17%
COC(=O)c1ccc(C(=O)OC)c(NC(=O)CCc2ccc(C)o2)c1 | -1.9% | 1% | -12% | 12% | -17% | 1.1 | 3.3% | 5% | 9%
Cc1cc(NS(=O)(=O)c2ccc(NC(=O)CCN3C(=O)c4ccccc4C3=O)cc2)no1 | -7.1% | 0% | -1% | 7% | -34% | 1 | -1.9% | 0% | 6%
CCC1OC2(C)OC(=N)C1(C#N)C(C#N)(C#N)C2c1ccccc1 (stereo not given) | 0.3% | 0% | -1% | 5% | -2% | 1 | -1.6% | 12% | 12%
COc1cc2c(cc1OC)-c1cc(OCCN3CCOCC3)nc(=O)n1CC2 | -3.7% | -20% | -7% | 7% | -7% | 1.1 | 0.5% | 11% | -30%
NC(=O)COC(=O)CNC(=O)c1sc2ccccc2c1Cl | -4.7% | -4% | -33% | -1% | -26% | 1.1 | -2.0% | 0% | 14%
COc1ccc(N2C(N)=C(C#N)C(c3cccnc3)C3=C2CC(C)(C)CC3=O)cc1 (stereo not given) | -4.1% | -5% | 14% | 13% | 4% | 1 | -4.2% | 8% | 3%
Nc1c(C(=O)NCc2ccccc2)sc2nc(N3CCOCC3)c3c(c12)CCCC3 | -5.7% | -3% | 13% | 10% | -38% | 1.1 | 2.1% | 12% | -32%
CCN(CC)c1nc(N)c2c(N)nc3c(c2c1C#N)CC(c1ccccc1)O3 (stereo not given) | -7.5% | -6% | -1% | 28% | 64% | 1.1 | 3.1% | 31% | -18%
CCOC(=O)N1CCN(C(=O)c2ccc3c(c2)sc2nc(-c4ccc(OC)cc4)cn23)CC1 | -2.7% | 5% | -26% | 11% | -16% | 1.1 | 2.4% | 9% | 9%
Cc1cc(Cl)c(S(=O)(=O)N2CCN(c3cccc(C)c3C)CC2)cc1OCC(N)=O | -7.2% | 1% | -5% | 7% | 13% | 1.1 | 2.3% | 4% | 2%
COCCCNC(=S)N1CCN(S(C)(=O)=O)CC1 | -8.1% | -8% | 6% | 6% | -19% | 1.1 | 5.3% | 3% | 3%
O=C(O)/C(=C\c1cn(-c2ccccc2)nc1-c1ccc(Cl)cc1)NC(=O)c1ccccc1 | . | 3% | 6% | . | 5% | . | 4.7% | . | -96%
CCOCC(O)CS(=O)(=O)c1ccccn1 (stereo not given) | -2.3% | -9% | -1% | -2% | -6% | 1.1 | -6.5% | -1% | 4%
COc1cc(NS(=O)(=O)c2cccc3nsnc23)cc(OC)c1 | -22% | 4% | 8% | 21% | -1% | 1 | . | 8% | 15%
O=C(NCc1ccccc1)c1cc(-c2ccncc2)nc2ccc(S(=O)(=O)N3CCOCC3)cc12 | -4.8% | -6% | 10% | -2% | -43% | 1 | 1.0% | -16% | 18%
N#C/C(=C\c1cn(-c2ccccc2)nc1-c1ccccc1)S(=O)(=O)c1ccccc1 | -5.1% | -1% | -3% | -8% | -23% | 1.1 | 5.2% | 7% | -13%
